Assay outcomes deposited in PubChem by Broad Institute.
Statin myotox sup: suppressors of statin myotoxicity in C2C12 myotubes, primary screen, cell-based, single point, plate reader. actives 0.78% (n = 330,000). C2C12 myotubes + simvastatin, ATP luminescence, 48 h; scaled: DMSO 0, geranylgeraniol control 100. rescue of ATP level, % at 7.49 µM;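 active means mean ATP rescue above about 67%, or every replicate alone reaching that limit, limit read from the data, passing the limit was not always enough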;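 further: myotubes were challenged with 10 µM simvastatin during compound exposure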
PGC1a acetyl inh: inhibitors of PGC1a acetylation signal, primary screen, cell-based, U2OS, AlphaScreen, inhibitor mode; AlphaScreen anti-acetyl-lysine; with virally co-expressed GCN5 acetyltransferase; inhibition, % at 15.6 µM; actives 0.17% (n = 350,000); AID 651687, 2012;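 active means every replicate shows inhibition of at least 40%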;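 further: 0% = neutral control wells and 100% = positive control wells; some results beyond the cut were filed as inactive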
INS-1E GSIS act: GLuc luminescence reporter in INS-1E cells, primary screen for activators of glucose-dependent secretion of insulin; INS-1E GLuc reporter insulin secretion, 2-3 h; activation, % at 16.6 µM; actives 0.61% (n = 370,000);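 active means lowest replicate activation of at least 40%, so every replicate reaches that level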;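 further: 0% = median of neutral control wells and 100% = median of IBMX positive control wells; some compounds called inactive have numbers as strong as hits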
PglD inh: C. jejuni PglD acetyltransferase inhibitors, primary screen, biochemical, DTNB colorimetric, single point. UDP-N-acetylbacillosamine N-acetyltransferase PglD (Campylobacter jejuni). purified PglD enzyme, DTNB colorimetric CoA detection. inhibition, % at 12.5 µM. actives 0.098% (n = 360,000); in the data active means inhibition above about 16%, passing the limit was not always enough; further: strong numbers were not always called active
CFTR F508del cor: F508del CFTR correction, initial screen, CFBE line, single point; CFBE cells, YFP halide quenching; stimulated with forskolin plus potentiator P3; % fluorescence drop versus neutral controls; activity (quench increase), % at 7.58 µM; actives 0.36% (n = 350,000);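 active means mean added fluorescence quench of at least 8% versus neutral control, with both replicates also reaching 8%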;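 further: cells transiently co-express mutant CFTR-F508del with the halide-sensitive YFP; corrector assay measuring rescue of mutant channel to the surface after 24 h compound exposure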
FN deposition inh: inhibitors of fibronectin matrix deposition, primary screen, AH1F cells, Alexa488-fibronectin fluorescence, plate reader; AH1F fibroblasts, overnight; inhibition, % at 12.6 µM; actives 0.086% (n = 350,000);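 active means mean inhibition across replicates of 30% or more, regardless of how many single replicates reach that level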;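 further: positive control wells lacked labelled fibronectin entirely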
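Material – AH1F fibroblast monolayer, labelled fibronectin deposition · Reagent – labelled fibronectin 24 nM · Timing – 1 h adhesion, overnight exposure · Measured by – fluorescence at 485 nm excitation, 525 nm emission · Read-out – inhibition of fibronectin deposition signal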
Cneo AK release: Cryptococcus neoformans cell lysis inducers, primary screen, AK release luminescence, single concentration | C. neoformans lysis, adenylate kinase release luminescence, 4 h; normalised: neutral wells 0, clomiphene wells 100 | lysis activity, % at 15 µM | actives 0.2% (n = 360,000);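 active means mean lysis activity across replicates of at least 80%, whatever share of replicates individually reach that level; inactive means mean lysis activity below 80%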
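read-out = cell lysis signal | test system = log-phase Cryptococcus neoformans yeast cells | input = cells at 5 × 10^6 per mL | medium = fresh YPD growth medium | signal = luminescent adenylate kinase detection reagent | timing = 4 h at 37 °C static, read 1 h later | dosing = single dose | controls = Clomiphene as positive lysis control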
miR122 inh: miR-122 Renilla sensor signal increase in Huh7, primary screen, miR-122 inhibitor project, cell-based, single point, plate reader | Huh7 miR-122 Renilla luciferase sensor, 48 h; neutral wells = 0, positive control = 100 | activation (reporter increase), % at 12.5 µM | actives 0.3% (n = 340,000) | AID 602342, 2012;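 active means mean replicate activation score at least 90 and every replicate individually at or above 90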;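 further: higher luciferase means less miR-122 activity so hits act as miR-122 inhibitors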
The depositor's hits bear a star; · = no result given; & = joins results of further samples; [ ] = dose if it differs, or a comment.

Structure	Statin myotox sup	PGC1a acetyl inh	INS-1E GSIS act	PglD inh	CFTR F508del cor	FN deposition inh	Cneo AK release	miR122 inh
O=C(Nc1ccc(C(=O)N2CCOCC2)cc1)c1cccc(Br)c1	2	1	-5	-4	-0.6	6	-5	-1
Cc1ccc(CNC(=O)C(=O)NCCC2CCCCN2S(=O)(=O)c2cccs2)cc1 (stereo not drawn)	5	·	1	-4	0.7	3	0	7
O=C(OCCCc1cc2ccccc2c(=O)o1)c1ccc(F)cc1	19	3	10	1	-1.6	-7	-2	-10
Cc1ccc(-c2nc(N3CCN(C)CC3)c3ccccc3n2)cc1	6	-15	-2	6	3.7	6	-2	6
CCN(CC)C(=O)CSc1nc2c(sc(=S)n2Cc2ccco2)c(=O)n1-c1ccccc1	3	-2	·	-1	·	0	-8	-2
CCOC(=O)c1ccc(NC(=O)c2ccco2)cc1	-16	-1	0	-1	-2.1	-3	-5	-9
CCCNC(=O)[C@@H]1[C@@H](CO)[C@@H]2Cn3c(ccc(C4=CCCC4)c3=O)[C@H]1N2Cc1ccncc1	-6	-10	0	1	1.0	·	-2	0[16.7 µM]
CC(=O)N1Cc2cc(C(=O)NCC(F)(F)F)nc(-c3cccc(-c4cncnc4)c3)c2[C@H]1CCO	·	4	0	·	-0.1	-5	·	·
C[C@@H]1CN([C@@H](C)CO)C(=O)Cc2cc(NC(=O)Cc3cn(C)c4ccccc34)ccc2O[C@@H]1CN(C)Cc1ccc(Cl)c(Cl)c1	52	-13	-9	1	0.7	·	48	23[16.7 µM]
CC(C)(C)c1ccc(OCC(=O)N(Cc2cccs2)C2CCS(=O)(=O)C2)cc1 (stereo not drawn)	-6	-2	·	-2	-1.8	6	-2	-2
COc1ccccc1N(C)S(=O)(=O)c1ccc(C(=O)N(C)Cc2cccc(OC)c2OC)cc1	-79	-1	-29	-3	1.2	3	0	-4
C/C(NCc1cccnc1)=C(\C#N)C(=O)NCc1ccccc1	104*	5	·	-3	·	·	1	0
CC(=O)Nc1ccc(NC(=O)COc2ccc(-c3ccccc3)cc2)cc1	-5	·	3	1	-0.6	·	1	1
C=CCN1CCN(C(CC(C)C)c2nnnn2CCOC)CC1 (stereo not drawn)	5	-2	·	3	·	·	3	8
COc1ccc(C(=O)NC(=S)NC2CCSC2=O)cc1 (stereo not drawn)	·	2	-16	0	·	·	-5	-9
CC(=O)N(CC1CCCO1)C1(C(=O)NC2CCCC2)CCCCC1 (stereo not drawn)	-7	6	·	-4	·	·	3	0
CS(=O)(=O)Nc1ccc2c(c1)[C@@H]1C[C@H](CC(=O)N3CCOCC3)O[C@@H](CO)[C@@H]1O2	0	-29	3	0	-3.6	1	3	8[16.7 µM]
C[C@@H]1CN([C@@H](C)CO)C(=O)Cc2cc(NS(C)(=O)=O)ccc2O[C@@H]1CN(C)Cc1ccncc1	2	-7	15	13	-0.3	·	0	-6[16.7 µM]
CCOc1ccc(NC(=O)COC(=O)c2cc(=O)c3ccccc3o2)cc1	8	1	4	·	2.4	9	·	·
Cc1cc(F)ccc1-c1cc(C(=O)Nc2ccc(F)cc2)[nH]n1	-5	-5	0	4	-0.1	-10	-5	8
COC(=O)C[C@@H]1CC[C@H]2[C@@H](COc3ccc(NS(=O)(=O)c4ccc(F)cc4)cc3C(=O)N2C)O1	1	4	·	1	-2.5	11	1	-18[16.7 µM]
COC(=O)C[C@@H]1CC[C@H]2[C@@H](COc3ccc(NS(=O)(=O)c4cccc(F)c4)cc3C(=O)N2C)O1	-3	5	-2	12	0.8	-5	-2	-6[16.7 µM]
C[C@@H]1CN([C@H](C)CO)C(=O)c2cccc(NS(C)(=O)=O)c2O[C@@H]1CN(C)Cc1ccc(C(=O)O)cc1	49	0	3	-2	1.7	·	-10	-5[16.7 µM]
COc1ccc(/C=C/CN2CCC(CO)(Cc3ccccc3Cl)CC2)cc1	-20	-12	-22	-1	2.0	4	1	-6
COc1ccc(NC(=O)C(=O)N2N=C(C(C)C)CC2(O)C(F)(F)F)cc1 (stereo not drawn)	1	4	·	12	·	5	1	1
O=C(c1ccc(Cn2cc(Br)cn2)o1)n1cccn1	-51	-11	6	-4	-1.8	·	1	1
CCOC(=O)c1cc2c(nc1N)CC(C)(CC)OC2 (stereo not drawn)	·	-2	·	1	·	-10	-2	-6
CC1CCCCC1NC(=O)COn1nnc2ccc(Cl)cc21 (stereo not drawn)	-6	4	-4	-1	·	·	1	0
O=[N+]([O-])c1cc2c(c([N+](=O)[O-])c1)Nc1ccccc1O2	-14	2	-27	-2	-0.1	-15	-1	-8
Cc1ccc(S(=O)(=O)N(C)CC(=O)N2CCN(c3ccccn3)CC2)cc1	-1	-15	·	0	·	3	1	8

By substructure: those above with a CF3 group
Structure	Statin myotox sup	PGC1a acetyl inh	INS-1E GSIS act	PglD inh	CFTR F508del cor	FN deposition inh	Cneo AK release	miR122 inh
CC(=O)N1Cc2cc(C(=O)NCC(F)(F)F)nc(-c3cccc(-c4cncnc4)c3)c2[C@H]1CCO	·	4	0	·	-0.1	-5	·	·
COc1ccc(NC(=O)C(=O)N2N=C(C(C)C)CC2(O)C(F)(F)F)cc1 (stereo not drawn)	1	4	·	12	·	5	1	1

Later entries:
Structure	Statin myotox sup	PGC1a acetyl inh	INS-1E GSIS act	PglD inh	CFTR F508del cor	FN deposition inh	Cneo AK release	miR122 inh
CCCCN(C)CCN1C(=O)C2C(C(=O)Nc3ccc(OC)cc3)C3C=CC2(O3)C1C(=O)NC1CCCCC1 (stereo not drawn)	0	-8	5	3	-1.8	11	2	-8
CCC1(CC)Cc2ccccc2-c2nc(CCl)[nH]c(=O)c21	-9	-4	24	0	-6.1	3	2	-2
CN1C[C@@H]2[C@H](c3ccccc31)[C@@H](CO)N2C(=O)Nc1ccccc1	0	-3	-1	0	4.7	·	-3	-42[16.7 µM]
CC1CCN(S(=O)(=O)c2nnc(NC(=O)COc3ccccc3)s2)CC1	8	-1	1	5	1.4	-2	-2	-2
Cc1noc(C)c1S(=O)(=O)N(C)C[C@H]1Oc2ccc(NS(=O)(=O)c3ccc(F)cc3)cc2CC(=O)N([C@@H](C)CO)C[C@H]1C	-5	-4	-8	·	0.0	·	·	6[16.7 µM]
CC1CCc2c(sc3ncnc(NS(=O)(=O)c4cccs4)c23)C1 (stereo not drawn)	0	·	-10	5	4.0	-5	-1	-7
C[C@H](CO)N1C[C@H](C)[C@H](CN(C)C)Oc2c(NC(=O)c3ccc(-c4nccs4)cc3)cccc2C1=O	1	-13	16	-8	-0.7	5	43	12[16.7 µM]
O=C(NC1CCCCC1)N(Cc1nc2ccccc2c(=O)[nH]1)C1CCCC1	9	·	·	5	·	-3	6	14
CC1CCN(Cc2cc(=O)oc3cc(O)c(Cl)cc23)CC1	-6	-1	0	-6	-3.5	4	0	5
C=CCn1cc(CN2CCC(C(=O)Nc3cccc(-c4cccc(Cl)c4)c3)CC2)c(C)n1	3	·	-21	4	4.0	11	2	-6
CCOc1ccc(N2C(=O)CC(N(CCc3ccc(OC)cc3)C(=O)/C=C/C(=O)O)C2=O)cc1 (stereo not drawn)	2	-6	6	-3	-1.2	-10	-1	-3
COc1ccc(CC(=O)Nc2ccc3nc(SC)sc3c2)cc1OC	·	4	0	·	0.2	5	·	·
C(=N\Nc1nc(N2CCCC2)nc(N2CCCC2)n1)/c1ccccc1OCc1ccccc1	-7	4	-3	5	-0.6	2	0	0
C[C@@H]1CN([C@@H](C)CO)C(=O)c2cc(N(C)C)ccc2O[C@@H](C)CCCCO[C@H]1CN(C)C(=O)Nc1cccc2ccccc12	-13	-42	12	0	-3.3	·	-1	-5[16.7 µM]
O=C(CS(=O)c1ccc(C(F)(F)F)cc1[N+](=O)[O-])Oc1ccccc1 (stereo not drawn)	·	-5	·	12	·	13	1	4
COc1ccc(NC(=O)C2CCN(S(=O)(=O)c3c(C)noc3C)CC2)cc1	-6	3	10	1	1.4	0	0	1
O=C(c1nc2ccccn2c1CNCCOc1cccnc1)N1CCOCC1	6	-8	0	·	-4.4	10	·	-3
CCc1nc(SCCO)c2oc3ccccc3c2n1	4	-19	·	-3	·	·	-4	-11
Cc1c(C(=O)OC(C)C)sc(NC(=O)c2cnccn2)c1C(=O)OC(C)C	1	-1	13	-3	1.2	0	0	-6
CCc1cc2c(SCC(=O)NC(=O)c3cccn3C)ncnc2s1	·	-2	3	·	0.6	1	·	·
CCN1CCN=C1Nc1ccccc1	4	3	·	5	-0.6	2	-4	-1
CCOc1ccccc1N(CC(=O)Nc1ccc(C)cc1)S(C)(=O)=O	-8	1	·	5	·	-2	-4	-3
Cc1ccnc(Nc2nc(-c3c(C)nc4sccn34)cs2)c1	-18	20	·	3	·	5	-6	-36
O=P(c1ccccc1)(c1ccccc1)c1nc(-c2ccc(Cl)cc2)oc1N1CCOCC1	·	·	-10	-7	·	-3&1	-3	·
COc1ccc(N=C(N)N=C(N)N)c(OC)c1	·	3	1	1	·	·	-1	1
Cc1ccc(-n2nnnc2-c2cnn(-c3ccc(F)cc3)c2C(F)(F)F)cc1	·	·	·	3	·	4	2	-18
O=C(C[n+]1ccc(-c2nnc3n2CCC3)cc1)c1ccc(Cl)c(Cl)c1	8	12	14	-1	-0.8	-1	-1	-7
O=C(NC1CCCC1)c1cc(-c2ccccc2O)on1	-47	1	3	-1	0.5	-2	4	-4
CCC1(Cc2ccccc2)NC(=O)c2ccccc2O1 (stereo not drawn)	·	-4	-6	·	-1.3	5	·	0
COc1ccc(/C=N/NS(=O)(=O)c2ccc(F)cc2)cc1CN1CCSCC1	10	·	4	9	-1.1	-5	1	5
O=C(O)c1[nH]c2ccccc2c1C(c1cc(Cl)cc([N+](=O)[O-])c1O)c1c(C(=O)O)[nH]c2ccccc12	-2	13	10	1	0.5	-5	-2	0
COc1ccc(CNC(=O)[C@@H]2CC=C[C@@H]3CCN(C4CCCCC4)C(=O)[C@@H]32)cc1	-2	·	-14	2	1.7	-3	2	-3
C[C@H]1CN([C@@H](C)CO)C(=O)Cc2cc(NC(=O)C3CC3)ccc2O[C@H]1CN(C)CC1CCCCC1	34	-5	16	6	0.5	·	-2	-7[16.7 µM]

Of the compounds above, these have a COOH group.
Structure	Statin myotox sup	PGC1a acetyl inh	INS-1E GSIS act	PglD inh	CFTR F508del cor	FN deposition inh	Cneo AK release	miR122 inh
C[C@@H]1CN([C@H](C)CO)C(=O)c2cccc(NS(C)(=O)=O)c2O[C@@H]1CN(C)Cc1ccc(C(=O)O)cc1	49	0	3	-2	1.7	·	-10	-5[16.7 µM]
CCOc1ccc(N2C(=O)CC(N(CCc3ccc(OC)cc3)C(=O)/C=C/C(=O)O)C2=O)cc1 (stereo not drawn)	2	-6	6	-3	-1.2	-10	-1	-3
O=C(O)c1[nH]c2ccccc2c1C(c1cc(Cl)cc([N+](=O)[O-])c1O)c1c(C(=O)O)[nH]c2ccccc12	-2	13	10	1	0.5	-5	-2	0
